HIF-2a block – HIF-2a inhibition. 786-0 RCC cells HIF-2a reporter, luciferase luminescence, overnight. inhibition, % at 18.8 µM. hit rate 0.72% among 360,000;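 active means inhibition of the luminescence signal of 40% or more relative to plate controls, in a single-dose primary screen at 18.75 µM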
C8 TRAIL sens – sensitizes caspase-8 expressing cells to TRAIL; hit rate 1% among 360,000; NB7+C8 cells + TRAIL, ATPlite viability luminescence; AID 624354; inhibition (viability loss, TRAIL sensitization), % at 10 µM;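 active means compounds causing at least 50% loss of cell viability in the single-dose screen, relative to plate controls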
KKLEB cytotox – counter-screen for CF NF-kB inhibitors: cytotoxicity; hit rate 0.36% among 360,000; KKLEB CF airway cells viability, ATPlite luminescence, overnight; hits give low values; cells stimulated with P. aeruginosa culture filtrate; activity change (cytotoxicity), % at 5 µM;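 active means corrected activity change at or below -50% at 5 µM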
Shn3 3UTR inh – reduces Shn3 3'UTR luciferase signal in osteoblasts | Clone20 osteoblast Shn3 3'UTR firefly luciferase, 24 h | hit rate 0.52% among 360,000 | AID 588674 | inhibition, % at 12.5 µM;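 active means mean inhibition of at least 75% with every replicate also reaching 75%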;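 further: 0% = median of neutral control wells and 100% = pilot-screen positive control compound; some compounds past the cut are filed as inactive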
NR2E3 ag-1 – human photoreceptor-specific nuclear receptor agonism. hit rate 0.35% among 360,000. inhibition of corepressor binding, % at 3.98 µM. CHO-S Gal4-NCOR/VP16-NR2E3 two-hybrid, luciferase. Q9Y5X4. AID 602229;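 active means inhibition above the mean of all tested compounds plus 3 SD, cut at about 70% in these data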;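 further: 0% = DMSO with NR2E3 transfected cells and 100% = cells lacking NR2E3 construct; higher means lower luciferase signal from less NR2E3 corepressor binding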
Target sequence (Q9Y5X4 whole entry, looked up, the tested form may be a part): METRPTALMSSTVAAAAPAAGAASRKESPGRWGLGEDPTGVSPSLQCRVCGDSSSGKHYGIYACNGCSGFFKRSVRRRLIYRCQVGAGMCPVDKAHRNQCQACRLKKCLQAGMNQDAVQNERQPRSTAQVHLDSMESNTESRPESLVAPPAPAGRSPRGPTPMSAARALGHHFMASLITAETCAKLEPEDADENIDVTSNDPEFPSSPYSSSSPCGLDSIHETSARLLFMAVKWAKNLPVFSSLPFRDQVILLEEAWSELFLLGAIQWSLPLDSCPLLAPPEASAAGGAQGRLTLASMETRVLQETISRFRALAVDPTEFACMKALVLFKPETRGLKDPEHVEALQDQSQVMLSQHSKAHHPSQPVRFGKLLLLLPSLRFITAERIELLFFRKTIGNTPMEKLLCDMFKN
NR2E3 ag-2 – agonists of human nuclear receptor NR2E3; AID 2300; Q9Y5X4; inhibition of corepressor binding, % at 4.78 µM; GST-NR2E3/biotin-RetCOR TR-FRET, 1536-well; hit rate 0.12% among 320,000;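 active means percent inhibition above the cutoff of mean plus 3 SD of all tested compounds, set per screening campaign, cut at about 20% in these data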;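 further: 0% = DMSO wells and 100% = biotin wells as full block of FRET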
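Material: NR2E3–RetCOR corepressor complex | Quantity: 1.35 nM GST-tagged NR2E3 final | Schedule: 5 h at 4 °C | Replication: Singlicate compound wells | Reagent: RetCOR corepressor, biotinylated, 7 nM | Controls: Biotin wells as high control, 0.6% DMSO wells as low control | Signal: TR-FRET, Eu(K)-anti-GST donor, streptavidin-D2 acceptor, ex 340, em 617/671 nm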
TRPM1 prom inh – MITF TRPM1 promoter inhibition in SK-MEL-5 cells | SK-MEL-5 TRPM1 promoter luciferase, 24 h | inhibition, % at 12.5 µM | hit rate 0.83% among 330,000;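 active means mean inhibition across replicates of 60% or more, whatever share of single replicates reaches that level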; further: values of inactives mirror those of a sister screen read the other way
CF NFkB block – inhibitors of cystic fibrosis induced NF-kB; hit rate 0.86% among 360,000; inhibition, % at 5 µM; KKLEB NF-kB-GFP reporter, PAF-induced, GFP fluorescence overnight;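 active means at least 50% inhibition at 5 µM, scaled per plate between neutral and stimulator controls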;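 further: PAF is a Pseudomonas aeruginosa culture filtrate used as stimulus; plate controls were PAF-stimulated DMSO wells for no effect and unstimulated DMSO wells for full effect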
LMP1 NFkB inh – reduces LMP1-driven NF-kappaB luciferase signal; LMP1-induced NF-kappaB luciferase reporter cells, luminescence; inhibition, % at 12.5 µM; hit rate 0.69% among 350,000; in the data active means inhibition above about 41%;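 further: 0% = neutral control wells and 100% = reference inhibitor control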
Peg3 promoter – Peg3 promoter activity inhibition. inhibition, % at 20 µM. HeLa PEG-Prom luciferase reporter, luminescence, overnight. hit rate 1.7% among 360,000. AID 588405;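 active means inhibition of at least 50% at 20 µM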
hiPSC survival – hiPSC single-cell survival enhancement. survival enhancement, % at 20 µM. hit rate 0.044% among 360,000. AID 602274. ATPlite luminescence; 100% = ROCK inhibitor wells, 0% = DMSO; in the data active means survival enhancement above about 18%;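 further: cells exposed to compounds for 16 hours before the ATP read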
* = called active by the depositor; / = no result given. Only part of the results is shown (hit frequency here may not be typical).

| Compound | HIF-2a block | C8 TRAIL sens | KKLEB cytotox | Shn3 3UTR inh | NR2E3 ag-1 | NR2E3 ag-2 | TRPM1 prom inh | CF NFkB block | LMP1 NFkB inh | Peg3 promoter | hiPSC survival |
| --- | --- | --- | --- | --- | --- | --- | --- | --- | --- | --- | --- |
| Fc1ccccc1CSc1nc2ncccc2[nH]1 | -187 | 11 | -17 | -35 | -68 | -2 | -46 | 9 | -3 | -153 | -2.3 |
| Cc1cc2c(=O)n(C)c(SCC(=O)Nc3ccccc3C)nc2s1 | 5 | -2 | -8 | 33 | 28 | 6 | 4 | -10 | -7 | -5 | -0.4 |
| CCOc1ccccc1-n1nnnc1SCC(=O)NC(=O)Nc1ccc2c(c1)OCCO2 | 6 | -9 | -4 | 39 | 17 | -2 | 0 | -1 | 2 | -3 | 4.3 |
| CCN(CC(=O)NCc1cccs1)C(=O)c1cccc(S(=O)(=O)NCc2ccccc2)c1 | 14 | -17 | 4 | 14 | -33 | 0 | -3 | -9 | 6 | 4 | -0.7 |
| COc1ccc(/C=C2\SC(=O)N(CCNC(=O)CCS(=O)(=O)c3ccc(C)cc3)C2=O)cc1 | -180 | 24 | 8 | -67 | 10 | -1 | -47 | -13 | -28 | -299 | -1.3 |
| Cc1ccc(NC(=O)CCS(=O)(=O)c2cccc3nonc23)c(Cl)c1 | 14 | -8 | 5 | -5 | -8 | 1 | 0 | -8 | -1 | 8 | -0.5 |
| COc1cc(/C=N\Nc2cc(=O)n(C)c(=O)n2C)ccc1O | 0 | -8 | 6 | 3 | -19 | 1 | 0 | -12 | 0 | 7 | 0.5 |
| COc1ccc(C)cc1-n1nnnc1SC/C(O)=C(\C#N)c1nc2ccccc2[nH]1 | -20 | 8 | 11 | 3 | -20 | 4 | 9 | -8 | -1 | 4 | 1.6 |
| Cc1ccccc1C(=O)N[C@H](C(=O)OCC(=O)NC1CC1)C(C)C | 9 | 12 | -15 | 5 | -21 | / | 2 | 15 | -3 | 5 | -0.5 |
| CC(Oc1cc2oc(=O)c3c(c2cc1Cl)CCC3)C(=O)NC1CC(C)(C)NC(C)(C)C1 (stereo not given) | -1 | -10 | 8 | 9 | -23 | 1 | -11 | 7 | 0 | 1 | -0.4 |
| COc1ccc(NC(=O)N/C=C/c2ccc(Cl)cc2)cc1 | -21 | 0 | -13 | -20 | -23 | 6 | -8 | 8 | 1 | -36 | -0.5 |
| CCc1nc2c(OCc3cccc(Cl)c3)cccn2c1N(C)C(=O)C(C)C | 17 | -4 | -4 | -14 | -21 | / | / | 10 | / | 21 | 6.1 |
| CC1(NC(=S)NCCO)CCS(=O)(=O)C1 (stereo not given) | 0 | -7 | -5 | 8 | -21 | -2 | -8 | 11 | -19 | 5 | -1.8 |
| COc1ccc(-c2noc3c2-c2nc(-c4ccccc4)sc2CC3)cc1 | -8 | -12 | 5 | 2 | 0 | 2 | -14 | -20 | -5 | -7 | -0.7 |
| CCOC(=O)CNC(=O)CSc1nc2cccnc2n1C1CCCCC1 | 5 | 6 | -6 | -10 | 1 | -4 | 9 | 6 | -4 | 16 | -1.1 |
| NC(=O)Cn1cnc(-c2ccccc2)c1 | -1 | -3 | 2 | 7 | -3 | 6 | 1 | -6 | 8 | 9 | 1.3 |
| CCC1CCCCN1CCCNC(=O)c1ccc(N2CCOCC2)c(NS(=O)(=O)c2ccc(OC)cc2)c1 (stereo not given) | 17 | -4 | 9 | 9 | 4 | -5 | -6 | -3 | 0 | -6 | -0.5 |
| O=C(CCNc1cccc(F)c1)c1cccc([N+](=O)[O-])c1 | -25 | -8 | 3 | -4 | -14 | 3 | -11 | 4 | 8 | -9 | -0.2 |
| COc1cc(C(=O)N2CCC(NC(=O)C(Cc3ccccc3C)NC(C)=O)CC2)cc(OC)c1OC (stereo not given) | -6 | 12 | 1 | 1 | -26 | 0 | -3 | -2 | -1 | -3 | -2.4 |
| S=C(NCc1ccc2[nH]c3c(c2c1)CCCC3)Nc1ccccc1 | -120 | -13 | -8 | 2 | 4 | 6 | 0 | -2 | 4 | 12 | -4.0 |
| COc1ccc(CNC(=O)CSc2nnc(C)s2)cc1 | 7 | -1 | 18 | -8 | -6 | -1 | 8 | -12 | 0 | 18 | 0.3 |
| Clc1ccc(Cn2ncc3c(N4CCOCC4)ncnc32)cc1 | 14 | 2 | -6 | -2 | 12 | 0 | -1 | -6 | 4 | 8 | -0.9 |
| Cc1ccc(CCN2CC(C(=O)O)CC2=O)cc1 (stereo not given) | 15 | -16 | 1 | -1 | 0 | 2 | 5 | 15 | 2 | 3 | 0.6 |
| O=C(COC(=O)c1cccc(-n2cnnn2)c1)c1ccc(F)c(F)c1 | -21 | -7 | 1 | -29 | -122 | / | / | 2 | -8 | -94 | 1.4 |
| CCN(CC)S(=O)(=O)c1ccc(C(=O)NCc2n[nH]c(=S)n2-c2ccccc2OC)cc1 | 2 | -6 | -10 | -12 | -11 | -2 | 14 | 6 | -4 | -6 | -0.8 |
| CCOc1ncccc1C(=O)OCC(=O)NCCc1ccc(S(N)(=O)=O)cc1 | 4 | -6 | 6 | -5 | -6 | 1 | 2 | 5 | -4 | 13 | -1.5 |
| Cc1cc(C)cc(N(C(C)C(=O)NCCC2=CCCCC2)S(C)(=O)=O)c1 (stereo not given) | 12 | -5 | -1 | -1 | 9 | -2 | 13 | 7 | -6 | 12 | -1.4 |
| CC(=O)Nc1ccc(OCC(O)Cn2c3ccccc3c3ccccc32)c(C)c1 (stereo not given) | -40 | 2 | -16 | 2 | -33 | 1 | 5 | 33 | -4 | 38 | -1.5 |
| Cc1ccc(Cl)cc1NC(=O)CNC(=O)N1CC(=O)Nc2ccccc21 | 5 | 10 | -1 | 9 | -35 | -2 | 20 | 10 | -6 | 4 | -0.6 |
| Nc1ccc2oc3ccc(N)cc3c(=O)c2c1 | -275 | -15 | -20 | -34 | -46 | -4 | -25 | -14 | -18 | -214 | -1.1 |
| COc1ccc(S(=O)(=O)N2CC=C(C(=O)Nc3ccc(NC(C)=O)cc3)CC2)cc1 | 15 | 2 | -1 | 4 | -29 | 2 | -7 | -7 | 3 | 19 | -1.4 |
| CC(C)Oc1ccc2ccccc2c1CNC[C@H]1O[C@@H](n2ccc(N)nc2=O)[C@H](O)[C@@H]1O | 4 | -5 | 4 | -15 | 4 | / | / | 7 | -5 | -8 | 2.2 |
| CN1CCN(c2ccccc2NC(=O)COc2ccc(Br)cc2)CC1 | 3 | 3 | -12 | 6 | -5 | 0 | -19 | -2 | 7 | 11 | -1.3 |
| Cc1cccc2cc(CN(Cc3ccc(F)cc3)C(=O)N(C)C)c3nnnn3c12 | -1 | 39 | -2 | -3 | 10 | 1 | 1 | -12 | -7 | 34 | 0.7 |
| CCCOc1ccc(CNCCCOCC)cc1OC | 16 | -9 | 8 | 4 | 6 | -2 | 5 | 4 | -1 | -4 | -0.8 |
| O=C(NC(=S)Nc1cccc(CO)c1)c1ccc(-c2ccccc2)cc1 | -70 | -1 | -21 | -5 | -60 | -2 | -18 | -16 | -21 | -217 | -1.5 |
| N/C(CSc1ccc(Cl)cc1)=N\S(=O)(=O)c1ccc(Cl)cc1 | 9 | -4 | -4 | 4 | 17 | 1 | 5 | -7 | 8 | 20 | -0.6 |
| COc1ccccc1CN(C)C(=O)CN1CCN(S(=O)(=O)c2ccc3c(c2)OCCCO3)CC1 | 8 | -3 | -1 | 17 | 17 | 2 | -4 | -7 | -7 | 11 | 3.3 |
| O=C(CCN1C(=O)C2CC=CCC2C1=O)Nc1cccc(Cl)c1 (stereo not given) | -38 | -11 | 2 | 9 | -16 | 4 | -10 | -7 | -1 | -26 | -0.1 |
| COc1cccc(CC(=O)Nc2nc3c(s2)C(=O)CC(C)(C)C3)c1 | -25 | 6 | 3 | -2 | -19 | -1 | 6 | -18 | 4 | 10 | -0.5 |
| O=C(C=Cc1ccc2c(c1)OCO2)C=Cc1ccc2c(c1)OCO2 | -5 | 12 | 9 | -21 | -13 | / | / | -13 | -3 | 6 | -2.4 |
| C=CCN1C(=O)/C(=c2\sc3nc(=O)c(Cc4ccccc4Cl)nn3c2=O)c2ccccc21 | 22 | 0 | 11 | -8 | -10 | -2 | 13 | -3 | -20 | 9 | -0.5 |
| Cc1ccc(C)c(OCC(O)CN2CCc3ccccc3C2)c1C (stereo not given) | 24 | 25 | -4 | 32 | -20 | -1 | 6 | 2 | 3 | 18 | -0.6 |
| Cc1c2cnccc2c(C)c2c1oc1ccccc12 | -151 | 20 | 22 | 23 | -56 | / | -8 | -105 | -18 | -254 | -1.3 |
| COc1ccc(-c2cc(C(=O)Nc3cc(Cl)ccc3OC)no2)cc1 | 16 | 10 | -16 | -20 | -11 | -1 | 19 | 7 | -32 | 23 | 0.0 |
| COC(=O)c1cc(S(=O)(=O)NCCCc2ccco2)c[nH]1 | 13 | 9 | -6 | 13 | 10 | -2 | 12 | 3 | -1 | -5 | 3.0 |
| CCOC(=O)N1CCN(C(=O)C2CCC(=O)N(Cc3ccc(Cl)cc3)C2)CC1 (stereo not given) | 8 | 10 | 15 | 13 | -15 | 1 | 3 | -33 | -2 | 13 | -0.4 |
| CCOC(=O)N1CCN(C(=O)c2ccccc2CCc2ccccc2)CC1 | 1 | 1 | 0 | 6 | 0 | 0 | 9 | 11 | 3 | 9 | -1.5 |
| O=C1CC(c2ccccc2)=Nc2ccccc2N1 | -52 | -5 | 20 | 6 | -13 | -1 | -10 | -14 | -3 | -6 | -2.0 |
| C/C(=C\C(=O)Nc1cc(C)on1)c1ccccc1 | -272 | 8 | 4 | -60 | -9 | -3 | -79 | 3 | -3 | -157 | -4.3 |
| COc1cc(C)c(S(=O)(=O)N2CCN=C2c2ccccc2)cc1C | 25 | 6 | 6 | -1 | 5 | 4 | -6 | -30 | 2 | 10 | 2.2 |
| CSc1ccccc1NC(=O)CN(C)CC(=O)Nc1cccc(Br)c1 | 12 | -1 | -7 | -1 | 2 | 0 | -10 | 20 | 9 | 2 | -0.4 |
| Cc1ccc(C)c(NC(NC(=O)c2ccccn2)C(Cl)(Cl)Cl)c1 (stereo not given) | 23 | -5 | 0 | 23 | 9 | -2 | 3 | -14 | -5 | -7 | 0.0 |
| O=C(CSc1nc(=O)n2ccccc2n1)N1CCCCCC1 | 0 | -9 | -1 | 0 | -19 | 1 | 0 | 10 | 4 | 1 | 1.2 |
| CCc1ccccc1NC(=O)CN(c1cccc(OC)c1)S(C)(=O)=O | 4 | 13 | 10 | 0 | 6 | 0 | 2 | -17 | 11 | 8 | 10 |
| C=CCn1c(Cc2c(C)[nH]c3ccccc23)nnc1SCC(=O)NCc1ccc(F)cc1 | 15 | 4 | -5 | 12 | 0 | 1 | 9 | 7 | -6 | 19 | 0.1 |
